Source: PubChem (several laboratories)
DAGLB inh: blocks human DAGLB lipase activity; HEK293T DAGLB membrane lysate, EnzChek fluorogenic substrate; inhibition, % at 5.17 µM; hit rate 0.059% among 340,000; AID 504411; in the data active = inhibition above about 34%;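 note: 0% = enzyme with vehicle and 100% = wells lacking enzyme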
SR-BI DiI-HDL act: enhances SR-BI lipid uptake from DiI-HDL. hit rate 0.096% among 320,000. activation, % at 12.5 µM. CHO ldlA[mSR-BI] cells, DiI-HDL uptake fluorescence, 3 h; 100 = double the neutral-control signal;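 active = mean replicate activation of at least 60% and every replicate at or above 60%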;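 note: 0% = median plate neutral-control signal and 100% = twice that signal; values of inactives mirror those of a sister screen read the other way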
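Material – SR-BI-overexpressing, LDLR-lacking CHO cells · Medium – BSA-supplemented, HEPES-buffered Ham's F12, pH 7.4 · Doses – single concentration · Times – compound with DiI-HDL co-incubation, 3 h at 37 °C · Measured by – bottom-read fluorescence, 550/595 nm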
Cardiac RTF inh: cardiac RTF calcium desensitization; IANBD-labeled cardiac RTF, Ca2+ fluorescence; inhibition, % at 7.15 µM; hit rate 0.12% among 340,000; AID 493244;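 active = inhibition above the mean inhibition of all tested compounds plus 3 SD, cut at about 17% in these data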;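 note: assay run at fixed EC70 calcium of 1.6 mM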
Keap1 Nrf2 FP: Keap1-Nrf2 (human) interaction inhibition. hit rate 0.15% among 340,000. inhibition, % at 9.4 µM. AID 504523. Q14145. Keap1 Kelch-Nrf2 peptide fluorescence polarization, 1536-well; in the data active = inhibition above about 12%;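 note: human Keap1 Kelch domain with fluorescein labeled Nrf2 9mer peptide probe; 0% = neutral control wells and 100% = peptide positive control; higher means more block of Keap1 binding to Nrf2 peptide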
Target sequence (Q14145 whole entry, looked up, the tested form may be a part): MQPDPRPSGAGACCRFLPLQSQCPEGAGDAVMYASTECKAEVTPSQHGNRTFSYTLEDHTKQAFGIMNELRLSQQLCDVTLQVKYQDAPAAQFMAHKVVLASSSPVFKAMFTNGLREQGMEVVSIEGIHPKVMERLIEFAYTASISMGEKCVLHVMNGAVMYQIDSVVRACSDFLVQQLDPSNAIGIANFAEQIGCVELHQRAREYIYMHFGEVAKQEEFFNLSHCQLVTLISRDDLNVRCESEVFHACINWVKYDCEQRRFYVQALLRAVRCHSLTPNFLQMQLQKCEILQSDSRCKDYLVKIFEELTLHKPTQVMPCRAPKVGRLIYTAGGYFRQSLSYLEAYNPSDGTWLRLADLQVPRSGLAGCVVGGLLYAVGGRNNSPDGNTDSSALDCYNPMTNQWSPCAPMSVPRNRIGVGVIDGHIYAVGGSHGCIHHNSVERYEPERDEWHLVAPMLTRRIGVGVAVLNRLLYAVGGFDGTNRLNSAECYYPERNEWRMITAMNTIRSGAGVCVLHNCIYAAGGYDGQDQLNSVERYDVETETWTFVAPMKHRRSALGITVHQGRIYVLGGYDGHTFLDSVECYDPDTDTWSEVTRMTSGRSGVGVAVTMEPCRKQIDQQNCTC
C-LANA FP: KSHV C-LANA DNA binding inhibition. inhibition, % at 9 µM. hit rate 0.078% among 340,000. AID 504423. MBP-C-LANA/FAM-LBS DNA binding, fluorescence polarization;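 active = highest replicate inhibition at or above 60% at 9 µM, even if other replicates fall short; inactive = all replicates below 60% inhibition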;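 note: 0% = neutral control wells and 100% = 4 µM acridine orange control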
PKA-R2B activ: PKA-R2B complex activation; P22694+P31323; PKA-R2B holoenzyme dissociation, Cy5-IP20 fluorescence polarization; R2B truncated from residue 108, S112A mutant; 0% DMSO only, 100% 113 µM cGMP; activation, % at 11.4 µM; hit rate 0.079% among 340,000;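 active = activation above a cutoff set at the mean over all compounds plus 3 SD, cut at about 18% in these data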;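 note: higher means more holoenzyme dissociation and a rise in polarization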
Target sequence (P31323 whole entry, looked up, other chains not shown, the tested form may be a part): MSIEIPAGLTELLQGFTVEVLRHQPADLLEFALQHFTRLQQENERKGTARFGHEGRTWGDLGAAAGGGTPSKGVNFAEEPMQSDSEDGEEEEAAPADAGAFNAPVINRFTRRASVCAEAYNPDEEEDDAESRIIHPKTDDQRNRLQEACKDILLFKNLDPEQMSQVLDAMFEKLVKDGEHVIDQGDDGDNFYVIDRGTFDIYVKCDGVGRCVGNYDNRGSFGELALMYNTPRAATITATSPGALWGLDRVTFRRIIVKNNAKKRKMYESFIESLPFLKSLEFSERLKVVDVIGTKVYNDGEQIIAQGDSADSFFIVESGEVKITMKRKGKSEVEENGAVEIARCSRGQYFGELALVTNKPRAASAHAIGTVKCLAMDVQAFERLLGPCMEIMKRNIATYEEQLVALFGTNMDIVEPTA
NSD2 inh: NSD2 (human) methyltransferase inhibition; O96028; NSD2 peptide methylation, AlphaScreen, 120 min; inhibition, % at 12.5 µM; hit rate 0.54% among 310,000; AID 743445; in the data active = inhibition above about 50%
Arr AP2 block: blocks beta-arrestin peptide binding to AP2 adaptin | hit rate 0.31% among 340,000 | FITC-arrestin peptide / GST-AP2 beads, flow cytometry; AP2 beta2 appendage carries R879A mutation | inhibition, % at 10 µM | AID 504490;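 active = inhibition above a set limit, near 3 SD of compounds lacking own fluorescence, cut at about 54% in these data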;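 note: plate controls were DMSO wells for no effect and 5 µM unlabelled arrestin peptide for full effect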
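System: GST-tagged AP2 beta2-adaptin appendage (R879A) on 4 µm glutathione beads / Reagent: FITC-arrestin peptide, 50 nM / Detection: HyperCyt-sampled flow cytometry, FL1 channel, ex 488/em 535 nm / Timing: 12 min plus 1 h, RT / Buffer or medium: PBS plus Tween 20 (0.05%) and BSA (0.1%)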
PvdQ inh: blocks Pseudomonas aeruginosa PvdQ acylase activity. inhibition, % at 10 µM. AID 488965. purified PvdQ acylase, fluorescence plate reader. hit rate 0.063% among 340,000; in the data active = inhibition above about 30%, passing the limit was not always enough;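 note: 0% = vehicle neutral wells and 100% = reference inhibitor wells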
SR-BI HDL uptake: mouse SR-BI HDL lipid transfer inhibition. ldlA[mSR-BI] CHO cells, DiI-HDL uptake fluorescence, 3 h. inhibition, % at 12.5 µM. hit rate 0.96% among 320,000;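 active = mean replicate inhibition of at least 70% and a set share of replicates each scoring 70 or more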;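 note: 0% = median of neutral control wells and 100% = median of positive control wells; values of inactives mirror those of a sister screen read the other way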
Starred values were filed as active, the others as inactive; . = not tested or not shown.

(1) C[C@H](CO)N1C[C@H](C)[C@@H](CN(C)C(=O)NC2CCCCC2)Oc2c(NS(=O)(=O)c3cccs3)cccc2C1=O
(2) O=C(c1ccccc1)c1ccccc1C(=O)N1CCN(Cc2ccccc2F)CC1
(3) COc1ccccc1OCCNC(=O)C(CCSC)NC(=O)c1ccccc1Cl (centres undefined)
(4) O=c1[nH]c2cc3c(cc2cc1CN(Cc1ccccc1)Cc1nnnn1Cc1ccco1)OCCO3
(5) Cn1c(Cc2ccccc2)nnc1SCC(=O)N1CCOCC1
(6) COc1cc2[nH]c(=O)n(Cc3ccc(C(=O)N4CCC(N5CCCCC5)CC4)cc3)c(=O)c2cc1OC
(7) CCOC(=O)C(NCCc1ccc(F)cc1)(NC(=O)CC)C(F)(F)F (centres undefined)
(8) CCOC(=O)c1[nH]c2cc(OC)c(OC)cc2c1NC(=O)CCN1CCSCC1
(9) CCCCC12CN3CCN(CC(C3)/C1=N\NC(=O)c1ccccc1N)C2
(10) CN(C)S(=O)(=O)c1ccc2c(c1)nc(CCC(=O)NCC1CCCCC1)n2C

compound no.	1	2	3	4	5	6	7	8	9	10
DAGLB inh	1	-1	2	15	1	-4	0	-1	1	-1
SR-BI DiI-HDL act	6	5	20	2	-13	7	15	.	14	7
Cardiac RTF inh	-3	-20	-2	0	-1	-8	-11	-10	-18	-1
Keap1 Nrf2 FP	-7	-1	-5	-14	-2	-4	-2	1	-5	0
C-LANA FP	-0.5	-1.3	-1.1	-0.6	-0.8	-4.5	-1.4	1.5	1.8	-0.7
PKA-R2B activ	9	-12	8	2	-9	-6	-7	3	-10	1
NSD2 inh	.	1	-3	22	-2	.	-2	-3	0	2
Arr AP2 block	2	-5	-7	3	-3	5	21	-15	16	-9
PvdQ inh	-9	-5	-2	-9	-14	-17	6	-16	14	-1
SR-BI HDL uptake	-3	-5	-20	-2	13	-7	-15	.	-14	-7

Part of the list above, showing only Keap1 Nrf2 FP, SR-BI DiI-HDL act and PvdQ inh:
No.	Compound	Keap1 Nrf2 FP	SR-BI DiI-HDL act	PvdQ inh
10	CN(C)S(=O)(=O)c1ccc2c(c1)nc(CCC(=O)NCC1CCCCC1)n2C	0	7	-1
4	O=c1[nH]c2cc3c(cc2cc1CN(Cc1ccccc1)Cc1nnnn1Cc1ccco1)OCCO3	-14	2	-9
5	Cn1c(Cc2ccccc2)nnc1SCC(=O)N1CCOCC1	-2	-13	-14
7	CCOC(=O)C(NCCc1ccc(F)cc1)(NC(=O)CC)C(F)(F)F (centres undefined)	-2	15	6

Returning to the listing with the 2 entries that preceded the break.
(9) CCCCC12CN3CCN(CC(C3)/C1=N\NC(=O)c1ccccc1N)C2
(10) CN(C)S(=O)(=O)c1ccc2c(c1)nc(CCC(=O)NCC1CCCCC1)n2C
(11) CCOc1ccc(-c2n[nH]c(=S)n2Cc2ccccc2)cc1
(12) Oc1ccc(C[C@H]2CNCCN2CCCCC2CCCCC2)cc1
(13) NC(=O)CC(NC(=S)NCc1ccccc1)C(=O)O (centres undefined)
(14) CCC1(C)Cc2c(sc3c2c(=O)n(C)c2nnc(SCC(=O)c4ccccc4)n32)CO1 (centres undefined)
(15) COc1ccc(OC)c2c1sc(=NC(=O)C(C)(C)C)n2C
(16) Fc1ccc(-c2nnsc2Sc2ccccn2)cc1
(17) COc1ccc(C2N3CC4(C)CN2CC(C)(C3)C4O)cc1OC (centres undefined)
(18) O=C(NC(c1ccccc1)c1ccccc1)C1CCCC1
(19) Cc1ccc(C(NC(=O)N2CC(C)OC(C)C2)C(Cl)Cl)cc1F (centres undefined)
(20) CCOC(=O)c1cc(-c2ccccc2)sc1NC(=O)C(C)Sc1nnnn1C (centres undefined)

compound no.	9	10	11	12	13	14	15	16	17	18	19	20
DAGLB inh	1	-1	2	-2	-1	-1	-2	-2	-8	2	1	-5
SR-BI DiI-HDL act	14	7	-16	18	-4	19	26	0	4	-7	-9	-42
Cardiac RTF inh	-18	-1	4	-8	8	-3	-6	-7	1	-2	-1	13
Keap1 Nrf2 FP	-5	0	-2	-9	3	1	-5	-2	-1	1	-5	1
C-LANA FP	1.8	-0.7	-0.1	0.1	-0.1	0.1	0.1	0.9	-0.4	-1.4	0.6	-1.1
PKA-R2B activ	-10	1	1	-3	4	5	-8	-9	-4	1	-10	3
NSD2 inh	0	2	0	.	3	0	.	-3	-1	-3	-7	7
Arr AP2 block	16	-9	-15	6	31	-11	6	18	3	3	-15	16
PvdQ inh	14	-1	6	-12	1	-8	-7	4	-11	-1	-16	2
SR-BI HDL uptake	-14	-7	16	-18	4	-19	-26	0	-4	7	9	42

(21) COC(C(=O)N/N=C(\C)c1ccc(C)cc1)c1ccccc1 (centres undefined)
(22) Cn1c(CNc2cccc(Cl)c2)nnc1SCC#N
(23) O=C(O)Cn1nc(C(F)(F)F)c2c1CCC2
(24) CNC(=O)/C(C#N)=C/c1cn(CC(=O)OC)c2ccccc12
(25) COc1ccc([N+](=O)[O-])c(OC)c1C(=O)NC(=O)Nc1c(F)c(F)c(F)c(F)c1F
(26) CCOc1ccc(CN(C)C(=O)CCl)cc1
(27) CCN(CC)C(=O)c1sc(NC(=O)c2ccc(Br)o2)c(C(=O)OC)c1C
(28) Cc1ccc(N2CCN(/N=C/C=C/c3ccccc3)CC2)cc1
(29) O=C(COc1ccc2c(c1)CCC2)Nc1ccccn1
(30) Cc1ccc(/C=C(\C#N)C(=O)NCC2CCCO2)o1 (centres undefined)

compound no.	21	22	23	24	25	26	27	28	29	30
DAGLB inh	-2	2	0	-4	4	1	0	-4	-10	-3
SR-BI DiI-HDL act	9	-6	5	-1	-37	13	-27	-12	10	-6
Cardiac RTF inh	0	2	0	-2	-2	-10	-5	2	8	0
Keap1 Nrf2 FP	-2	1	2	-1	1	1	4	-3	1	1
C-LANA FP	-0.4	0.7	2.0	6.1	1.3	1.2	-0.2	-2.1	-0.5	1.3
PKA-R2B activ	-10	2	1	-17	-4	-8	-1	-3	0	12
NSD2 inh	-2	-1	0	-4	9	.	2	-3	-2	6
Arr AP2 block	33	-3	9	26	-1	-5	21	14	33	24
PvdQ inh	12	-11	3	2	4	-19	-6	1	6	0
SR-BI HDL uptake	-9	6	-5	1	37	-13	27	12	-10	6

(31) Cc1noc(C)c1COc1cccc(C(=O)NC(C)(C)C)c1
(32) O=C(CC1Sc2ccccc2NC1=O)Nc1ccccc1[N+](=O)[O-] (centres undefined)
(33) CCOC(=O)c1ccccc1NC(=O)COC(=O)c1ccc(C)c(S(=O)(=O)N2CCOCC2)c1
(34) CN(CC(=O)Nc1ccc(Cl)c(C(F)(F)F)c1)C(=O)c1cc(=O)[nH]c2ccccc12
(35) C=C1CCC2[C@](C)(CO)[C@H](O)CC[C@@]2(C)[C@@H]1C/C=C1\C(=O)OC[C@H]1O (some centres undefined)
(36) COc1ccccc1N1CCN(C(=O)c2cc(=O)c3cc(C)ccc3o2)CC1
(37) CC(=O)Oc1ccccc1-c1nc(/C=C/c2ccccc2)no1
(38) COc1ccc(Cl)cc1S(=O)(=O)N1CCN=C1c1ccccc1
(39) CCOc1ccccc1N(CC(=O)Nc1ccccc1C(=O)NCc1ccco1)S(C)(=O)=O
(40) COc1ccc(N(/N=C2\Sc3ccccc3C2=O)C(C)=O)cc1

compound no.	31	32	33	34	35	36	37	38	39	40
DAGLB inh	2	3	-1	1	-5	-5	-16	1	1	-3
SR-BI DiI-HDL act	-1	9	.	8	-13	-8	5	9	10	-10
Cardiac RTF inh	-11	1	-22	-17	-6	-1	-2	6	3	2
Keap1 Nrf2 FP	-8	-2	-3	-4	4	-7	5	-3	-2	-3
C-LANA FP	2.1	-1.1	0.2	-1.5	-3.3	-1.9	-0.2	0.5	0.8	-0.9
PKA-R2B activ	-5	-4	0	0	11	1	4	-2	-18	4
NSD2 inh	-5	0	0	-7	.	5	-2	0	7	-5
Arr AP2 block	-8	8	-5	-10	10	-2	-9	-4	-7	29
PvdQ inh	-5	0	-26	-10	2	-12	3	12	-3	6
SR-BI HDL uptake	1	-9	.	-8	13	8	-5	-9	-10	10

(41) CCCCCCC(=O)Nc1nc(C)c(-c2csc(Nc3cc(Cl)ccc3C)n2)s1
(42) CC(C)CCNC(=O)c1onc(CSc2ccc(Cl)cc2)c1C(=O)NCCC(C)C
(43) CCOc1ccccc1N(C)S(=O)(=O)c1ccc2c(c1)N(C(C)=O)CCO2
(44) COc1ccc(C=O)cc1COc1c(F)c(F)cc(F)c1F
(45) CCc1ccccc1NC(=O)N[C@H](C(=O)O)C(C)CC (some centres undefined)
(46) CCC1CC2CC(NC(C)=O)C1C2 (centres undefined)
(47) COC(=O)C1=C(N)Oc2c(oc(CO)cc2=O)C1c1c(F)cccc1Cl (centres undefined)
(48) Cc1ccccc1N1CC(C(=O)Nc2nnc(SCC(=O)Nc3nccs3)s2)CC1=O (centres undefined)
(49) CCC/C=N/Nc1nnc(Cc2ccc(OC)c(OC)c2)c(=O)[nH]1
(50) CC(=O)c1ccc(S(=O)(=O)N2CCN(C(C)=O)CC2)cc1

compound no.	41	42	43	44	45	46	47	48	49	50
DAGLB inh	2	-11	1	-6	-2	0	-1	13	0	1
SR-BI DiI-HDL act	-64	3	7	-19	1	-2	-1	3	16	17
Cardiac RTF inh	-19	4	-6	-4	-3	8	0	2	-10	-11
Keap1 Nrf2 FP	-2	-2	3	0	-6	-2	-5	-7	-3	-3
C-LANA FP	1.2	0.0	-1.4	0.1	-1.6	-1.3	-1.5	-0.2	-0.4	0.8
PKA-R2B activ	2	-2	8	7	-3	-9	3	2	-9	-9
NSD2 inh	.	.	-2	-7	-1	0	2	-2	-2	-3
Arr AP2 block	1	21	-6	26	-7	0	12	-9	-20	14
PvdQ inh	-4	4	-11	7	-16	8	-1	6	-14	8
SR-BI HDL uptake	64	9	-7	19	-1	2	1	-3	-16	-17

(51) COc1cccc(CNS(=O)(=O)c2cccc(S(=O)(=O)N3CCOCC3)c2)c1
(52) CCCn1c(=O)n(C)c(=O)c2c(SCC(=O)NCc3ccco3)nc(C3CC3)nc21
(53) OC(COc1ccc2cc(Br)ccc2c1)Cn1ccnc1 (centres undefined)
(54) CCCN1Cc2cccc(C(=O)NC(C)c3cccs3)c2C1=O (centres undefined)
(55) O=C(c1ccccc1)c1nn(-c2cccc(Cl)c2)ccc1=O

compound no.	51	52	53	54	55
DAGLB inh	1	0	5	-3	.
SR-BI DiI-HDL act	17	-4	-7	-12	26
Cardiac RTF inh	9	4	-14	-19	.
Keap1 Nrf2 FP	-4	-8	-8	-1	1
C-LANA FP	0.7	2.1	-4.9	1.7	0.3
PKA-R2B activ	-1	1	6	-4	.
NSD2 inh	-1	.	2	14	0
Arr AP2 block	-4	26	39	24	19
PvdQ inh	-9	3	-10	-2	-7
SR-BI HDL uptake	-17	4	7	12	-26
